S1P3 antag – antagonists of human S1P3 receptor. actives 0.27% (n = 170,000). inhibition, % at 4.98 µM. AID 485. CHO S1P3 NFAT-BLA reporter, FRET fluorescence, antagonist mode. Q99500;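 active = inhibition above the plate cutoff, the mean inhibition of test wells on that plate plus 3 SD, cut at about 28% in these data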;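 note: cells challenged with S1P at its EC80 of 0.8 µM; blue over green emission ratio from cleaved BLA substrate after 4 h stimulation; 0% = S1P-stimulated wells and 100% = unstimulated DMSO-only wells; some compounds past the cut are filed as inactive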
Target sequence (Q99500 whole entry, looked up): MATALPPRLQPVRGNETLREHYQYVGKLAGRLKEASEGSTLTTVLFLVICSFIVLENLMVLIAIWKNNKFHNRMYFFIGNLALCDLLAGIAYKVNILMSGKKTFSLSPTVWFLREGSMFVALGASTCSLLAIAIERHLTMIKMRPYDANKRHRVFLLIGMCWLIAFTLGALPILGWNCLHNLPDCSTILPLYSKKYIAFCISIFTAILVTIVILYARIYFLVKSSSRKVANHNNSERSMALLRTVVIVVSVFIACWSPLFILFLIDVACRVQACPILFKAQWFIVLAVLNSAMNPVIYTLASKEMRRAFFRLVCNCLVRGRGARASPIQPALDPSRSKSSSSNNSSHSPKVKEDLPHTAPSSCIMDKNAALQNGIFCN
ROMK mod – modulates human ROMK potassium channel activity; P48048; Tet-inducible ROMK, thallium flux fluorescence; actives lie on both sides; B-score at 10 µM; actives 2% (n = 130,000); AID 1918;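 active = signal ratio slope over the read window, or its plate-corrected B-score, at least 3 SD from the plate mean, either direction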;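 note: B-score of the F/F0 ratio slope over 7 to 12 s after thallium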
DTT redox prof – compounds producing H2O2 with reducing agent – biochemical, NIH compound library profiling, artefact control for MLSCN library redox annotation, primary screen | DTT-dependent redox cycling H2O2, phenol red/HRP absorbance; 100% = 100 µM peroxide control, 0% = buffer | activation, % at 10 µM | actives 0.03% (n = 200,000) | AID 878;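 active = activation of at least 50% relative to the plate's high and low controls in the primary single-dose screen; inactive = activation below 50%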;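 note: compound incubated with DTT at 0.8 mM final as the reducing agent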
TR-FRET SRC-2 ct – TR-FRET artefact, counter-screen to PPARgamma/SRC-2 agonist assay | hits give high values | TR-FRET ratio at 8 µM | actives 0.4% (n = 200,000) | AID 1049; in the data active = TR-FRET ratio above about 2000; note: inactives centre near 1500; reference of the scale not given here
bIAP activator – increases bovine intestinal alkaline phosphatase activity. AID 1016. activation factor at 20 µM. purified bovine IAP, CDP-star luminescence, 30 min; hits give high values; fold of DMSO-control signal, blank-subtracted. actives 0.17% (n = 200,000);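 active = activation factor of 2 or more at 20 µM, a signal rise over negative controls twice the positive control's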
PPARg SRC-3 ag – agonists of human PPARgamma SRC-3 coactivator recruitment; AID 731; actives 0.26% (n = 200,000); P37231; biochemical PPARgamma/SRC-3 coactivator recruitment assay; activation, % at 8 µM; in the data active = activation above about 23%;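 note: 0% = DMSO and 100% = reference agonist; some compounds past the cut are filed as inactive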
Target sequence (P37231 whole entry, looked up): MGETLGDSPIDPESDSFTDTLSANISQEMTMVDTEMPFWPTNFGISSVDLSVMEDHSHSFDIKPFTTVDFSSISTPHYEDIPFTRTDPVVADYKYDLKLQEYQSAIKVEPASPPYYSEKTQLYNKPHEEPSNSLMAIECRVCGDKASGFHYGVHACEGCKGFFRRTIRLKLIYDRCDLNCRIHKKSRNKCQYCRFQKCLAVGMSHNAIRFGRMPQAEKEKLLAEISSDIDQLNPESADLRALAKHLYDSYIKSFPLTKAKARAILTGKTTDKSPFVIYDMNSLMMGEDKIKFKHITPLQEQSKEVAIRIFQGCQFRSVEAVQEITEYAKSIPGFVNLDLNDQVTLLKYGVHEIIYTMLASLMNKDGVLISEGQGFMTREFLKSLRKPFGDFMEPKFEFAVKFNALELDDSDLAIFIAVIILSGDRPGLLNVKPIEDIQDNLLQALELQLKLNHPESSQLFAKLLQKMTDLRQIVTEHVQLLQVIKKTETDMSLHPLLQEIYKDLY
PPARg SRC1 recr – agonists of human PPARgamma SRC-1 coactivator recruitment; P37231; PPARgamma-SRC-1 coactivator recruitment biochemical assay; activation, % at 8 µM; actives 0.41% (n = 200,000); AID 631; in the data active = activation above about 19%;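 note: 0% = DMSO and 100% = reference agonist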
PPARg SRC-2 ag – promotes SRC-2 coactivator recruitment by human PPARgamma; activation, % at 8 µM; actives 0.34% (n = 200,000); P37231; PPARgamma LBD-SRC-2 recruitment, biochemical; in the data active = activation above about 22%;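 note: 0% = vehicle and 100% = reference agonist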
TLR4-MyD88 BLA – blocks binding of human TLR4 to MyD88. O00206+Q99836. HeLa CL3-4 TLR4/MyD88 BLA complementation, FRET ratio. inhibition, % at 8.4 µM. actives 0.18% (n = 200,000); in the data active = inhibition above about 25%;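 note: 0% = vehicle and 100% = reference inhibitor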
bIAP inh – intestinal alkaline phosphatase (bovine) inhibition; purified bovine IAP, CDP-star luminescence, 30 min; inhibition, % at 20 µM; 190,000 tested, under 10 active;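 active = over 50% inhibition of intestinal alkaline phosphatase at 20 µM in the single-dose screen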
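System: Purified bovine intestinal alkaline phosphatase (IAP) enzyme | Input: IAP diluted 1/65,000,000 in the well | Also added: CDP-star chemiluminescent phosphatase substrate, 30 µM final | Dosing: 20 µM single dose | Times: Enzyme reaction for 30 min at room temperature | Detection: Luminescence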
Lmaj promast – Leishmania major promastigote growth inhibition | Leishmania major promastigotes, resazurin fluorescence viability | inhibition, % at 10 µM | actives 9% (n = 200,000) | AID 1063; in the data active = inhibition above about 50%;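 note: promastigotes grown with compound for 44 hours at 28 °C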
Numbers without * were called inactive; . = not tested or not shown.

SMILES	S1P3 antag	ROMK mod	DTT redox prof	TR-FRET SRC-2 ct	bIAP activator	PPARg SRC-3 ag	PPARg SRC1 recr	PPARg SRC-2 ag	TLR4-MyD88 BLA	bIAP inh	Lmaj promast
Cn1cnnc1SCC(=O)Nc1cc(S(=O)(=O)N2CCCCCC2)ccc1Cl	4	0.2	-0.1	1631	0.9	3	-6	5	-5	11	1
O=[N+]([O-])c1cccc(-c2n[nH]c(=S)n2Cc2ccccc2)c1	-11	.	0.2	1624	1	8	2	7	-6	4	-2
CC(=O)Oc1ccc(C(=O)O)cc1OC(C)=O	-2	.	2.2	1513	0.6	3	2	-5	10	41	-7
CCOc1ccc(C(=O)OCC(=O)NC(C)C)cc1	-4	1.2	0.1	1589	1.1	1	1	-1	2	-6	-7
Cc1nc(-c2ccccc2Cl)sc1C(=O)/C=C/N(C)C	-17	-0.029	-1.6	1377	0.9	-4	-4	1	-22	9	26
Clc1ccc(C2CC(c3ccccc3)Nc3ncnn32)cc1 (stereo not drawn)	-14	.	-1.2	1534	0.9	1	-7	-9	14	9	-6
O=C(c1ccc(COc2ccc3c(c2)CCC3)o1)N1CCN(c2ccccc2)CC1	12	.	3.6	1202	.	-2	-6	-3	0	.	-2
COc1cc(CNCc2ccccc2)cc(Cl)c1OC	-9	-0.81	-4.0	1448	0.8	5	-5	8	-4	18	66*
CN(CC(=O)NCc1ccccn1)S(=O)(=O)c1ccc2ccccc2c1	-7	-0.32	0.1	1410	0.9	13	4	5	-3	11	-5
Cc1noc(C)c1C(=O)OCC(=O)N(C)C1CCS(=O)(=O)C1 (stereo not drawn)	-2	.	-0.1	1541	1	3	3	7	-12	3	3
NCCc1c(-c2ccccc2)n(-c2ccccc2)c2ccccc12	-10	-3.4*	-2.1	1519	1.1	4	4	5	-15	-11	101*
Cc1cc2ccccc2n2c(SCC(=O)Nc3ccc(S(=O)(=O)N4CCCCC4)cc3)nnc12	-3	0.21	0.0	1506	0.8	4	-1	7	12	19	4
COC(=O)Cc1ccc(OCC(=O)Nc2ccc(OC(F)(F)F)cc2)cc1	-1	-0.32	0.1	1325	1	-5	5	-6	0	-1	54*
CSc1nc2nc(-c3cccc(C(F)(F)F)c3)ccn2n1	1	-0.95	-0.1	1567	1	8	3	0	8	1	-8
Cc1ccc(Cl)c(NC(=O)CCl)c1Cl	4	-0.07	-2.6	1871	1.1	3	1	5	3	-5	8
CC(=O)c1cccc(NC(=O)c2ccncc2)c1	-10	0.18	-0.2	1590	0.9	-2	9	-6	-6	8	-2
Cc1cc(/C=N/NC(N)=S)c(C)n1-c1ccc(Br)cc1	4	0.49	-1.7	1522	1.1	-4	-4	-8	7	-8	99*
COc1cc(C(=O)Nc2ccc3c(c2)C(=O)c2ccccc2C3=O)cc(OC)c1OC	-16	.	0.6	1689	1	0	1	0	4	-3	0
CCOC(=O)c1cc(C)[nH]c(=S)c1C#N	-4	-0.23	-2.1	1624	1	2	5	1	0	3	-4
Cc1ccc(S(=O)(=O)N2CC(=O)Nc3ccccc32)cc1	.	0.72	0.1	1700	0.9	5	0	12	-4	5	-3

Not a retest: entries from further up.
SMILES	S1P3 antag	ROMK mod	DTT redox prof	TR-FRET SRC-2 ct	bIAP activator	PPARg SRC-3 ag	PPARg SRC1 recr	PPARg SRC-2 ag	TLR4-MyD88 BLA	bIAP inh	Lmaj promast
COc1cc(C(=O)Nc2ccc3c(c2)C(=O)c2ccccc2C3=O)cc(OC)c1OC	-16	.	0.6	1689	1	0	1	0	4	-3	0
CCOC(=O)c1cc(C)[nH]c(=S)c1C#N	-4	-0.23	-2.1	1624	1	2	5	1	0	3	-4
Cc1ccc(S(=O)(=O)N2CC(=O)Nc3ccccc32)cc1	.	0.72	0.1	1700	0.9	5	0	12	-4	5	-3

New compounds follow
SMILES	S1P3 antag	ROMK mod	DTT redox prof	TR-FRET SRC-2 ct	bIAP activator	PPARg SRC-3 ag	PPARg SRC1 recr	PPARg SRC-2 ag	TLR4-MyD88 BLA	bIAP inh	Lmaj promast
COc1ccccc1NC(=S)N(Cc1ccccc1)Cc1cccnc1	-13	0.87	-0.7	1508	1	1	2	-8	-14	3	33
CC(=O)NN1C(=O)c2ccc(Oc3ccc4c(c3)C(=O)N(NC(C)=O)C4=O)cc2C1=O	-10	1.6	-0.1	1499	1.3	-1	1	2	-3	-27	-7
CC1CN(C(=O)N[C@@H](Cc2ccccc2)C(=O)O)CC(C)O1 (stereo partly drawn)	-50	1.2	2.3	1656	0.9	-11	-1	-9	-17	13	80*
O=C(C1=NN[C@@H]2C(=O)N(c3ccccc3C(F)(F)F)C(=O)[C@H]12)C(c1ccccc1)c1ccccc1	5	.	0.1	1669	1.3	4	8	5	13	-25	-6
Cc1ccc(-c2cc(C(=O)Nc3cc(C)on3)no2)cc1	-14	-0.0055	0.1	1773	0.9	4	10	11	-6	14	33
COc1ccc(/C=C/C(=O)N2CCN(c3ccccc3)CC2)cc1S(=O)(=O)N1CCOCC1	16	0.25	-2.2	1621	1.1	2	2	-1	-6	-8	9
CCc1ccc(OCC(=O)NC(=S)Nc2ccc(S(=O)(=O)NC3CCCCC3)cc2)cc1	.	0.29	0.3	1508	0.6	-5	-6	-3	4	38	5
CC(=O)Nc1ccc(Br)c2ccccc12	-8	.	-0.7	2043*	1.1	12	18	20	-12	-14	-2
Cc1cc2ncn(/N=C/c3ccc4c(c3)OCO4)c2cc1C	8	-1.6	-0.2	1437	1.1	1	2	0	-8	-12	17
CN(C)/C=C(/C(=O)c1ccc(Cl)cc1)n1cncn1	-5	1.2	-2.9	1739	0.9	-2	-3	0	-7	5	-1
CC(=O)Oc1ccc(-c2cccc(C(=O)O)c2)cc1	.	.	0.4	1476	0.9	-5	-5	2	8	6	-4
O=C(COC(=O)c1ccc2[nH]c3c(c2c1)CCCC3)Nc1ccc(Cl)cc1Cl	0	0.066	-0.4	1829	1	4	8	3	10	-3	2
COC(=O)Cc1cc(=O)[nH]c(/N=C(\N)Nc2ccccc2)n1	.	0.078	-0.2	1527	1	-6	2	9	-4	-4	-5
CN(Cc1cccs1)C(=O)Cn1cnc2ccccc2c1=O	-11	-0.68	-0.5	1673	1	-2	8	-1	-12	-4	-4
CCc1cccc(C)c1NC(=O)COC(=O)Cc1ccsc1	-7	0.00061	-0.3	1574	1	-5	2	-2	-8	-1	-6
CCN1CCc2nc(NC(=O)c3ccc(S(=O)(=O)N(C)C)cc3)sc2C1	-9	0.12	-1.3	1573	0.8	3	7	7	-13	15	-4
CCCCC(=O)Nc1cccc(-c2nnc(-c3ccccc3)o2)c1	-8	-0.79	1.0	1581	0.9	17	4	-2	4	10	10
CCC(Sc1ccc2nnc(-c3cccnc3)n2n1)C(=O)O (stereo not drawn)	-10	.	0.4	1541	0.9	9	6	-6	-8	7	-9
CC(C)CCNC(=O)COc1ccc2c3c(c(=O)oc2c1)CCC3	-35	.	2.9	1315	1	-2	3	-1	-13	3	4
O=C(c1cc(S(=O)(=O)N2CCOCC2)ccc1F)N1CCCc2ccccc21	-8	.	0.2	1544	1	-5	2	4	18	5	4
CCOC(=O)C1CCCN(C(=S)Nc2ccc(C)cc2C)C1 (stereo not drawn)	.	0.45	0.1	1400	0.9	-9	0	0	3	8	2
Nc1cc(N)nc(SCc2nnnn2-c2ccc(Cl)cc2)n1	-9	-0.31	-0.3	1694	1.2	6	13	2	-4	-21	35
O=C(CS(=O)(=O)c1ccccc1)Nc1ccc(N2CCOCC2)cc1	-6	-0.29	-0.8	1634	1	-1	1	5	13	-1	-6
O=C(CSc1nnc(-c2ccncc2)n1C1CCCCC1)Nc1cccc(O)c1	-38	-0.22	-0.2	1344	0.9	6	2	2	10	6	-1
O=C(COC(=O)C1Cc2ccccc2CN1C(=O)c1ccccc1)Nc1ccc(SC(F)F)cc1 (stereo not drawn)	1	.	2.1	1557	0.9	-6	-5	0	-5	15	-2
C[N+]1(C2CCC3CCCC2C3O)CCCC1 (stereo not drawn)	-17	0.15	-0.7	1501	1	5	10	4	-11	4	65*
COc1ccc(/C=C2/S/C(=N/N=C3\CC4CCC3(C)C4(C)C)NC2=O)cc1 (stereo not drawn)	.	1.2	-3.7	1587	1	2	5	8	6	-5	39
CCOC(=O)CSc1nnc2c(n1)C1(C)CCC2C1(C)C (stereo not drawn)	8	.	-1.5	1718	1	6	3	7	1	2	-1
O=C(COc1ccc(Br)cc1)Nc1ccc2c(c1)C(=O)NC2=O	-3	-0.19	0.2	1704	0.9	4	2	6	8	11	-5
Cc1ccccc1-c1nc(CN2CCC(C(=O)N3CCC(C(N)=O)CC3)CC2)c(C)o1	-35	.	-0.3	1519	1.2	14	1	12	4	-16	-5
CN(C)c1ccccc1C(=O)c1ccccc1N(C)C	12	.	1.4	1551	0.9	0	2	3	-1	9	-6
CCN(CC)c1ccc(/C=N/NC(=S)NCc2ccccc2)c(O)c1	0	.	0.2	1521	0.8	6	9	2	0	19	3
O=CN1CCN(C(=O)COc2ccc(Cl)cc2Br)CC1	17	0	-0.2	1648	0.9	-2	0	6	7	6	-6
Oc1sc(C=Nc2ccccc2)c2ccccc12	.	.	-0.9	1565	1	20	11	13	27*	-4	0
CN(C)C(CNc1ncnc2sccc12)c1ccccc1 (stereo not drawn)	-11	1.2	-0.5	1554	1	-6	1	6	10	1	13
CC1COc2ccccc2N1C(=O)c1cccnc1Cl (stereo not drawn)	-15	0.19	-0.3	1843	1	5	0	2	13	-4	-4
CC1=CC(C)(C)Nc2ccc(OC(=O)CN3C(=O)c4ccccc4C3=O)cc21	-3	.	-0.6	1536	1	3	6	5	12	-3	101*
FC(F)(F)c1ccccc1NC(=S)NN=C1CCCCCC1	-1	0.82	-0.3	1262	1.2	-5	-2	-1	2	-18	43
ClCCN1C2=NCCCN2c2ccccc21	-8	0.065	-0.7	1710	1.1	5	3	3	-4	-10	5
Cc1cccc(OCC(=O)Nc2ccccc2C(F)(F)F)c1	-7	-1.4	-0.2	1752	1.1	0	2	12	-4	-5	-3

Only DTT redox prof and PPARg SRC-2 ag (2 entries from above):
Compound | DTT redox prof | PPARg SRC-2 ag
COc1ccc(/C=C2/S/C(=N/N=C3\CC4CCC3(C)C4(C)C)NC2=O)cc1 (stereo not drawn) | -3.7 | 8
CCOC(=O)CSc1nnc2c(n1)C1(C)CCC2C1(C)C (stereo not drawn) | -1.5 | 7

Carrying on.
SMILES	S1P3 antag	ROMK mod	DTT redox prof	TR-FRET SRC-2 ct	bIAP activator	PPARg SRC-3 ag	PPARg SRC1 recr	PPARg SRC-2 ag	TLR4-MyD88 BLA	bIAP inh	Lmaj promast
CCCCCCS(=O)[C@H]1CS(=O)(=O)C[C@@H]1S(=O)CCCCCC (stereo partly drawn)	-4	.	2.5	1626	0.9	7	6	6	-6	7	5
CC(C)CCNc1nc2c(cc1C#N)COC(C)(C)C2	.	-0.19	0.8	1656	0.9	4	0	3	-3	7	-1
O=C(CC1C(=O)N(c2ccc(F)cc2)C(=O)N1Cc1ccccn1)Nc1ccccc1 (stereo not drawn)	.	0.44	0.1	1435	1	-16	0	-5	5	2	6
C1CCC(Nc2nnnn2C2CCCCC2)CC1	9	.	-1.8	1443	1	6	9	6	2	1	34
CC(C)CNC(=O)c1ccccc1NC(=O)c1ccccc1N(C)S(=O)(=O)c1ccccc1	-3	.	0.5	1403	0.9	-8	1	-7	6	11	8

Screens from PubChem.
